PG9 binder = small molecules binding HIV-1 gp120 antibody PG9; inhibition, % at 6.7 µM; 360,000 compounds, 0.43% hits; AID 624416; TR-FRET gp120-PG9 antibody binding; in the data active = inhibition above about 8.5%
hgDAF-12 ag = agonists of H. glycines DAF-12 nuclear receptor | HEK293 GAL4-hgDAF12 UAS-luciferase reporter, agonist luminescence; normalized to butyrate control | activation, % at 6.8 µM | 370,000 compounds, 1.8% hits;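 active = activation above a cutoff set at the mean of all screened compounds plus 3 SD, cut at about 10% in these data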;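 note: 0% = DMSO wells and 100% = sodium butyrate wells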
HGIII-sPLA2 inh = Inhibits HGIII-sPLA2 liposome hydrolysis, primary screen. Q9NZ20. QFRET BODIPY PC-A2 liposome hydrolysis, fluorescence. inhibition, % at 12.2 µM. 370,000 compounds, 0.56% hits;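 active = inhibition above mean plus 3 SD of compounds lying within the high and low control bounds, cut at about 19% in these data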;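 note: 0% = median of test compound wells and 100% = no enzyme DMSO wells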
DAX1 inh-1 = inhibitors of DAX1 repression of SF-1 activated StAR promoter. HEK293T StAR-luciferase reporter, SF-1/DAX-1 repression relief. inhibition, % at 6.8 µM. 370,000 compounds, 1.1% hits. AID 652010;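 active = inhibition above the mean over all tested compounds plus 3 SD, cut at about 3.6% in these data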;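 note: 0% = DAX-1 cells with DMSO and 100% = cells lacking DAX-1 with DMSO; higher inhibition means more luminescence from relief of DAX-1 repression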
PLCb3 inh = inhibitors of human phospholipase C beta3. Purified PLC-beta3, fluorogenic substrate, fluorescence. inhibition, % at 12.2 µM. 370,000 compounds, 0.18% hits. AID 720704; in the data active = inhibition above about 11%;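 note: 0% = median of compound wells on plate and 100% = full blocker control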
Target sequence (Q01970 whole entry, looked up): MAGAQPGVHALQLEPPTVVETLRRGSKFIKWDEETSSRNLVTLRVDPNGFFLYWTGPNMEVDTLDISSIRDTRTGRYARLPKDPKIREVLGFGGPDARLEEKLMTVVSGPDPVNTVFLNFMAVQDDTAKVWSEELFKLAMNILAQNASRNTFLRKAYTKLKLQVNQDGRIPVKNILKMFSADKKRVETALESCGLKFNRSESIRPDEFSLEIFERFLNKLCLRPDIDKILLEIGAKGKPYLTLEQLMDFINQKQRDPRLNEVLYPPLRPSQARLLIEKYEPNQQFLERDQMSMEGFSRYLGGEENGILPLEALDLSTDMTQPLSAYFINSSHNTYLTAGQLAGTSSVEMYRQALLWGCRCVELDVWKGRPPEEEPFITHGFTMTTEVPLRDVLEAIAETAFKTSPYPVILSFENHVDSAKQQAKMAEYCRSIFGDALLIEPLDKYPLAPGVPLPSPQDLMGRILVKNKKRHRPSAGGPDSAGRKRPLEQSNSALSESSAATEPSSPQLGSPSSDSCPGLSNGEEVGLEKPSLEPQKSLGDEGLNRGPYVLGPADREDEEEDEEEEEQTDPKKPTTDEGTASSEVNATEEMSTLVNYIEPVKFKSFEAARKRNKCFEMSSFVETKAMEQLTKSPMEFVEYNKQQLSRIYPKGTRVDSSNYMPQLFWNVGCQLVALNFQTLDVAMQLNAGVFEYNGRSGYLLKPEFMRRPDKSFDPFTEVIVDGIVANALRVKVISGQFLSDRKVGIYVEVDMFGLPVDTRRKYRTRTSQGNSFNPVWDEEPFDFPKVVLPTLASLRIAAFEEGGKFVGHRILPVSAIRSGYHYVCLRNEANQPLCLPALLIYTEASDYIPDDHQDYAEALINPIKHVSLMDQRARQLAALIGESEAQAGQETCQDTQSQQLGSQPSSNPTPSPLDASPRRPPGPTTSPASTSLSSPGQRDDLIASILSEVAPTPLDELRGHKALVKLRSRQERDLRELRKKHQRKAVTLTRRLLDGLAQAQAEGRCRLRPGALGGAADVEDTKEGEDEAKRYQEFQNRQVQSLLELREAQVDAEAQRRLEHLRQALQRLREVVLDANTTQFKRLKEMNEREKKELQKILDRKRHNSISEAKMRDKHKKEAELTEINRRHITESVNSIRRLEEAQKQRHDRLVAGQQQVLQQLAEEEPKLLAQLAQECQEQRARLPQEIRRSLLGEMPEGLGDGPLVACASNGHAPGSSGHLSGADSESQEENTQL
hcDAF-12 act = activates DAF-12 receptor from parasite H. contortus; 370,000 compounds, 1.4% hits; activation, % at 6.8 µM; HEK293 hcDAF-12 lit1-tk-luc reporter, luminescence; 0% DMSO, 100% Δ7-dafachronic acid;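 active = activation above the mean of all tested compounds plus 3 SD, cut at about 5.5% in these data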;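 note: 100% = response to 3 µM Δ7-dafachronic acid high control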
SMARCA2 activ = increases SMARCA2 function in MMTV reporter cells; MG213 cells, MMTV-luciferase reporter, dexamethasone, overnight; activation, % at 9.1 µM; 370,000 compounds, 1% hits; in the data active = activation above about 7.8%;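 note: 0% = vehicle wells and 100% = reference activator wells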
GAA850 FXN act = activators of GAA850 frataxin (FXN) promoter; HEK293 lucGAA850 FXN promoter luciferase reporter, 24 h; percent of 10 µM SAHA response; activation, % at 6 µM; 360,000 compounds, 0.56% hits; AID 540364;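 active = activation above the average of all compounds screened plus 3 SD, cutoff fixed separately per campaign, cut at about 7.5% in these data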;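 note: 0% = DMSO wells and 100% = 10 µM SAHA wells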
Rev-erbA mod = Rev-erb alpha (human) modulation | Rev-erbα–FITC-DNA binding, fluorescence polarization, 90 min | 370,000 compounds, 0.79% hits | activity, % at 10 µM;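 active = activity above about 14%, limit read from the data; passing the limit was not always enough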;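 note: 0% = DMSO wells with 35 nM protein and 100% = DMSO wells with 750 nM protein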
ssDAF-12 act = S. stercoralis DAF-12 activation, primary screen; HEK293 ssDAF-12/GRIP1 lit1-tk-luc reporter, luminescence; % of 3 µM dafachronic acid response; 370,000 compounds, 1% hits; activation, % at 6.8 µM;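 active = activation above the mean over all tested compounds plus 3 SD, cut at about 0.9% in these data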;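 note: 0% = DMSO-only wells and 100% = 3 µM delta7-dafachronic acid wells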
DAX1 inh-2 = NR0B1 (DAX1) inhibition. 340,000 compounds, 0.99% hits. P51843. inhibition, % at 6.75 µM. AID 504766. HEK293 Gal4-DAX1 luciferase reporter, luminescence;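 active = inhibition above the mean over all tested compounds plus 3 SD, cut at about 4.2% in these data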;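 note: 0% = DAX1-transfected cells with DMSO and 100% = empty-vector control cells with DMSO; inhibition shows as a rise in luminescence from relieved DAX1 repression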
The depositor's hits bear a star; i = inactive; x = no result given. Rows are unselected. About 7% of those tested had a hit in this group.

The opening 2 records, ahead of the listing:
SMILES | PG9 binder | hgDAF-12 ag | HGIII-sPLA2 inh | DAX1 inh-1 | PLCb3 inh | hcDAF-12 act | SMARCA2 activ | GAA850 FXN act | Rev-erbA mod | ssDAF-12 act | DAX1 inh-2
COc1cc(/C=N/NC(=O)C(=O)NCc2ccco2)cc(Cl)c1O | -11 | -1.8 | 3 | -0.2 | -10 | 0.4 | -2 | 1.6 | -2 | -1.4 | 0.6
O=C(N/N=C/C=C/c1ccco1)c1cccc([N+](=O)[O-])c1 | -5.8 | -2.2 | 2 | -1.2 | 1 | -0.6 | -1 | 0.0 | -2 | -0.2 | -0.4

Results (from the top)
SMILES | PG9 binder | hgDAF-12 ag | HGIII-sPLA2 inh | DAX1 inh-1 | PLCb3 inh | hcDAF-12 act | SMARCA2 activ | GAA850 FXN act | Rev-erbA mod | ssDAF-12 act | DAX1 inh-2
COc1cc(/C=N/NC(=O)C(=O)NCc2ccco2)cc(Cl)c1O | -11 | -1.8 | 3 | -0.2 | -10 | 0.4 | -2 | 1.6 | -2 | -1.4 | 0.6
O=C(N/N=C/C=C/c1ccco1)c1cccc([N+](=O)[O-])c1 | -5.8 | -2.2 | 2 | -1.2 | 1 | -0.6 | -1 | 0.0 | -2 | -0.2 | -0.4
Cc1ccc(C)c(NC(=O)c2cc[n+](C)cc2)c1 | 1.0 | 0.3 | 2 | -0.2 | 0 | -1.0 | -2 | 3.9 | 5 | -1.1 | 0.2
COc1ccccc1N(CC(=O)NCCC1=CCCCC1)S(=O)(=O)c1ccccc1 | -0.6 | -2.6 | -11 | 0.2 | 2 | -0.9 | -2 | 2.9 | 0 | -2.1 | 0.4
Cc1ccc(S(=O)(=O)N(C)[C@H]2C[C@H]3c4cc(N5CCOCC5)ccc4CCN3C[C@H]2[C@H](C)O)cc1 | x | 2.1 | 3 | -0.2 | -3 | -2.5 | 7 | x | -3 | -1.4 | x
Cc1cc(Cl)n2nc(C)c(-c3ccc(Cl)cc3)c2n1 | 0.0 | -1.0 | 1 | 0.3 | -11 | -0.8 | -2 | -0.1 | -7 | -2.0 | 0.9
O=C(Nc1ccc(S(=O)(=O)Nc2nccs2)cc1)c1nn(-c2ccc(F)cc2)ccc1=O | -1.9 | -2.8 | -13 | 0.0 | -10 | -0.3 | -2 | 1.6 | -10 | -1.1 | -0.5
O=C(CCC1COc2ccccc2O1)N1CCCC1 (stereo unspecified) | -0.8 | 0.2 | 13 | -0.3 | 4 | -1.4 | 1 | 2.2 | -1 | -1.5 | 0.0
O=C(CSc1ccc(F)cc1)Nc1nnc(-c2ccco2)o1 | -0.8 | 0.8 | 4 | -0.6 | -4 | 0.3 | 0 | 2.5 | 4 | -1.1 | -0.2
Cc1nnc(N/N=C/c2ccc([N+](=O)[O-])cc2)n1N | -2.6 | -11 | 13 | -5.8 | 9 | -1.7 | -9 | 1.3 | 2 | -2.4 | -0.7
COc1cc(OC)cc(C(=O)Nc2ccn(C)n2)c1 | -0.5 | 0.5 | 3 | -3.1 | -5 | -0.7 | 2 | 0.1 | -1 | -1.1 | 0.6
Cc1nc2c(C(=O)N3CCN(C)CC3)cnn2c(C)c1Cc1ccc(Cl)cc1 | 0.2 | 0.2 | -2 | -0.8 | -159 | -1.3 | -2 | -0.7 | -3 | -1.0 | 1.0
Cc1cccc(OCCCC(=O)Nc2ccc(Cl)c(S(=O)(=O)N3CCOCC3)c2)c1 | -0.1 | -6.7 | -30 | -5.2 | -9 | -4.5 | -3 | -1.3 | 2 | -2.2 | -3.0
CCSc1nc(-c2ccccc2)nc(C(Cl)Cl)n1 | -1.4 | -1.4 | 0 | -0.9 | 5 | -1.4 | 0 | -4.7 | -2 | -1.7 | -0.6
Cc1ccc(COn2c(-c3ccc(Cl)cc3Cl)nc3ncccc32)cc1 | 0.5 | 1.5 | -4 | -0.1 | -7 | 0.1 | -1 | -1.0 | 10 | -1.2 | -0.7
C=CCOC(=O)c1sc(NC(=O)c2ccco2)nc1C | -0.8 | 11* | -2 | 2.8 | -14 | 4.6 | 8.0* | 5.1 | 2 | -0.5 | 1.6
OC(c1ccc2c(c1)OCO2)c1nccc2ccccc12 (stereo unspecified) | -1.1 | -0.7 | 1 | -0.2 | -5 | -0.8 | 0 | 0.7 | 0 | -1.0 | 1.7
CCc1ccc(N2C(=O)C3ON(c4ccccc4)C(c4ccco4)C3C2=O)cc1 (stereo unspecified) | 0.9 | -3.5 | 0 | 0.9 | -2 | -0.4 | -1 | -0.4 | -2 | -1.1 | -0.6
COC(=O)[C@@]12C[C@@H](CC(=O)NCc3ccc(OC)c(OC)c3)C(=O)N(Cc3ccccc3)C1=CCC(C)(C)C2 | -0.7 | 0.2 | -1 | -0.6 | 6 | -2.4 | -3 | x | 6 | -1.3 | x
CC1Sc2ccc(S(=O)(=O)CCC(=O)Nc3ccc(C(C)C)cc3)cc2NC1=O (stereo unspecified) | 0.4 | -1.9 | -33 | -0.7 | -8 | -3.1 | -1 | -4.4 | -1 | -1.6 | -0.2
COc1ccccc1NC(=O)c1ccc2nsnc2c1 | -2.7 | 2.1 | -2 | 0.9 | -5 | 4.0 | 6 | 4.8 | 4 | -0.5 | 2.6
O=C1C=C(c2ccoc2)N2CCC[C@H]2C1 | -1.1 | -0.5 | -2 | -0.5 | -15 | -1.4 | 1 | -0.1 | 2 | -1.2 | 2.5
Cc1cccc(NCc2nc(SCC(=O)Nc3ccccc3Br)n[nH]2)c1 | -0.9 | 1.3 | -19 | 0.0 | -4 | 2.5 | 0 | 0.8 | 2 | -1.1 | -1.1
CCN(CC)CCN1C(=O)C2C(C(=O)Nc3ccc(C(C)C)cc3)C3C=CC2(O3)C1C(=O)NC1CCCCC1 (stereo unspecified) | 0.4 | 1.2 | 6 | 0.5 | -9 | -0.1 | 2 | 2.3 | 6 | -1.0 | 1.7
N#CC1=C(N)Oc2c(oc(CO)cc2=O)C1c1cccs1 (stereo unspecified) | 0.2 | 2.4 | 7 | -0.1 | -6 | 0.9 | -2 | 4.8 | -5 | -1.1 | 1.7
O=C(c1ccc(F)cc1)N1CCN(c2ccc([N+](=O)[O-])cc2-n2cccc2)CC1 | -0.3 | -3.9 | -7 | -0.4 | -5 | -2.0 | -4 | -1.3 | 5 | -0.7 | x
Cc1scc(C(=O)N/N=C/c2ccc([N+](=O)[O-])o2)c1C | -4.2 | -14 | 3 | -11 | -14 | -8.2 | -7 | -8.1 | 2 | -3.0 | -2.6
COc1ccc(/C=C2/C(=O)N(c3ccccc3)N=C2C)cc1Br | 1.7 | 4.7 | 4 | -0.3 | -1 | 6.4* | 3 | -1.2 | -4 | -0.4 | 0.0
C/C=C/C=C/C(=O)c1cc(C)c(OC(=O)CNC(=O)OC(C)(C)C)c(C)c1O | 0.6 | 0.1 | -22 | 0.1 | -17 | -1.0 | -3 | x | 0 | -1.0 | x
O=[N+]([O-])c1ccc(Sc2cccc[n+]2[O-])c2nonc12 | -2.0 | -10 | -1 | -2.7 | -27 | -6.8 | -13 | -13 | 3 | -3.9 | -5.1
Cc1cc(=O)[nH]c(SCC(=O)N2CCN(S(=O)(=O)c3ccccc3)C2)n1 | 2.1 | -1.4 | 8 | 0.2 | -3 | -0.4 | -3 | 1.4 | -1 | -0.8 | 0.2
O=C(O)c1ccc2cc(-c3ccccc3)[nH]c2c1 | 1.4 | -4.5 | -13 | 0.5 | -215 | -0.3 | -1 | -3.6 | -5 | -1.4 | -6.4
COc1ccc(Br)cc1/C=N/NC(=O)CNC(=O)/C=C/c1ccccc1 | 0.0 | 2.0 | -7 | -0.1 | -12 | -0.3 | 1 | -1.4 | 2 | -0.8 | -0.6
Cc1ccc(-c2nc(-c3ccccc3)no2)c(Cl)c1 | -0.4 | -4.9 | 2 | 0.1 | 2 | 1.3 | -2 | -7.8 | 4 | -1.2 | -1.1
COc1ccccc1Nc1nc(N)nc(CSC(=S)N2CCC(C)CC2)n1 | -1.2 | 0.8 | -12 | 0.1 | 0 | -3.6 | -1 | 3.5 | 6 | -1.0 | -1.6
O=C(CCC(=O)OCC(=O)c1ccccc1)NC1CCCCC1 | 2.5 | -3.0 | 2 | 0.6 | 2 | -1.0 | -3 | -1.8 | -3 | -1.6 | 0.3
O=C(CN1CCN(S(=O)(=O)/C=C/c2ccccc2)CC1)NCC(F)(F)F | 2.5 | 2.1 | 2 | 0.3 | -3 | 0.2 | -2 | 2.0 | -6 | -0.6 | -0.6
Cc1cccc(C(=O)N2CCN(S(=O)(=O)N3CCCCCC3)CC2)c1 | -1.0 | -0.8 | 2 | 0.0 | 3 | -2.3 | 3 | 1.3 | 1 | -1.1 | -1.6
NC(=O)c1ccc(C(F)(F)F)n(Cc2ccc(Cl)cc2)c1=O | 0.5 | -2.8 | -5 | -0.9 | -2 | -2.5 | -5 | 4.2 | 2 | -1.9 | -0.3
CN(C)c1ccc(/C=C(/C#N)C(=O)NCc2ccccc2)o1 | -28 | 1.4 | -13 | 0.8 | -7 | 1.7 | 0 | 4.5 | 33* | -1.3 | 0.6
COc1ccc(S(=O)(=O)N2CCCC(C(=O)N3CCCC3)C2)cc1OC (stereo unspecified) | -0.4 | -0.4 | 6 | -0.9 | -6 | -0.7 | 0 | 3.4 | 2 | -0.9 | -0.2
COCCn1c(SCC(=O)Nc2cc(C)on2)nnc1-c1ccco1 | 0.0 | -2.8 | 3 | 0.1 | 1 | -0.4 | -2 | 1.8 | 3 | -1.0 | -0.1
Cc1cccc2cc(CN(Cc3ccco3)C(=O)c3cccs3)c(=O)[nH]c12 | 0.2 | -0.4 | -4 | 0.0 | -5 | -2.0 | -1 | -0.4 | -2 | -1.0 | -0.1
CC(C)C1OC2c3cccc4cccc(c34)C2N1c1ccccc1 (stereo unspecified) | 0.3 | -2.2 | -9 | -0.4 | -16 | 1.3 | 1 | 0.5 | 1 | -0.5 | -1.1
COc1cccc(-c2nc(-c3ccccc3)c(-c3ccccc3)[nH]2)c1OCC(=O)O | -0.1 | 0.0 | -1 | 0.6 | -7 | 1.0 | 3 | 0.5 | 2 | -0.9 | 0.3
c1csc(C2Nc3ccccc3-c3nc4ccccc4n32)c1 (stereo unspecified) | 0.7 | 9.6 | -9 | 2.4 | i | 2.5 | 1 | 2.0 | 1 | 0.1 | -1.2

Compound profiles (already shown). Order of screens: PG9 binder, hgDAF-12 ag, HGIII-sPLA2 inh, DAX1 inh-1, PLCb3 inh, hcDAF-12 act, SMARCA2 activ, GAA850 FXN act, Rev-erbA mod, ssDAF-12 act, DAX1 inh-2
Profile of Cc1cc(=O)[nH]c(SCC(=O)N2CCN(S(=O)(=O)c3ccccc3)C2)n1 = 2.1, -1.4, 8, 0.2, -3, -0.4, -3, 1.4, -1, -0.8, 0.2
Profile of COc1ccc(S(=O)(=O)N2CCCC(C(=O)N3CCCC3)C2)cc1OC (stereo unspecified) = -0.4, -0.4, 6, -0.9, -6, -0.7, 0, 3.4, 2, -0.9, -0.2
Profile of COCCn1c(SCC(=O)Nc2cc(C)on2)nnc1-c1ccco1 = 0.0, -2.8, 3, 0.1, 1, -0.4, -2, 1.8, 3, -1.0, -0.1

Screening results as filed in PubChem BioAssay.
